Assay outcomes: PubChem, several laboratories
Cl transport mod = KCC2 cotransporter modulators, thallium flux, primary screen, cell-based, HEK293 KCC2, FluoZin-2 fluorescence, MLSMR. 190,000 tested, 2.2% active. KCC2 cells, thallium flux FluoZin-2 fluorescence. B-score of Tl+ flux slope (higher = more flux/activation; lower = inhibition) at 10 µM. Solute carrier family 12 member 5 (Homo sapiens), Q9H2X9. AID 1456, 2008;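 active means thallium flux slope and its plate-corrected score both differing from the plate sample mean at a set confidence after two filtering rounds, in either direction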;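 further: slope of fluorescence scaled to starting intensity during 10 to 20 s after thallium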
Furin inh = human furin inhibitors, primary screen, biochemical, fluorescence intensity. purified furin, fluorogenic substrate cleavage. inhibition, % at 30 µM. 220,000 tested, 0.061% active. AID 463115, 2010; in the data active means inhibition above about 25%; further: inactives centre near -15
Target sequence (P09958 108-714 limits assumed): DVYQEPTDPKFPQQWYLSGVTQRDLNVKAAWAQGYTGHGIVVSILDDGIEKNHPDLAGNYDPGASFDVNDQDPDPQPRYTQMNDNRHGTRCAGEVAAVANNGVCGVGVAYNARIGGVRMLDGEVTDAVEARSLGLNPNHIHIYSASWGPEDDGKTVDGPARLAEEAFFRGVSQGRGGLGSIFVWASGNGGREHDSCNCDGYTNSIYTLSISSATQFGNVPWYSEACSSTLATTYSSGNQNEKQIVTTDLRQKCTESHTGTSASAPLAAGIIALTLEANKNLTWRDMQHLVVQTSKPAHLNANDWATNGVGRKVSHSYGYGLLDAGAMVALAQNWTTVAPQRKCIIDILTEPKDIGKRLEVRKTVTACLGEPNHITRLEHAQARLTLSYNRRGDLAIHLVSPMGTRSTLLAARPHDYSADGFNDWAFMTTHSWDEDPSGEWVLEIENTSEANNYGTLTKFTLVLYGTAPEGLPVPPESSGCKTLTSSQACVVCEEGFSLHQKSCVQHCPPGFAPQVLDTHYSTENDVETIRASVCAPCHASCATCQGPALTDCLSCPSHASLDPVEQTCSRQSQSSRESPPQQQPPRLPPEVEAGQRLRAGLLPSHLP
FXIa inh 1536 = human FXIa protease inhibitors, primary screen, biochemical, 1536-well; Coagulation factor XI (Homo sapiens), P03951; purified FXIa, Boc-Glu-Ala-Arg-AMC fluorogenic substrate; inhibition, % at 5 µM; 220,000 tested, 0.14% active;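 active means inhibition of at least 40%; inactive means inhibition below 40%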;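 further: fluorescence of freed AMC excited at 355 nm; 0% = enzyme without compound and 100% = no enzyme blank; many of its hits are not listed in these tables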
FXIIa inh 1536 = human FXIIa protease inhibitors, primary screen, biochemical, 1536-well; purified FXIIa, Boc-QGR-AMC fluorogenic substrate, 2 h; inhibition, % at 5 µM; AID 800, 2007; 220,000 tested, 0.3% active; in the data active means inhibition above about 40%;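 further: 0% = enzyme with no compound and 100% = blank without enzyme; many of its hits are not listed in these tables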
Wee1 degr inh = Wee1 degradation inhibitors, primary screen, cell-based, HeLa, Wee1K328M-luciferase, luminescence | Wee1-like protein kinase (Homo sapiens), P30291 | HeLa Luc-Wee1K328M stability; 100% = proteasome inhibitor MG132 effect | reporter increase, % at 5 µM | 220,000 tested, 1.2% active | AID 1321, 2008;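 active means activation above the mean of all tested compounds plus 3 SD, set per screening run, cut at about 8.8% in these data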;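 further: cells exposed to compound for 20 h before luminescence read; 0% = DMSO alone and 100% = MG132 at 30 µM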
PERK inh = block of dimerizer-induced PERK translation repression, primary screen, PERK inhibitor project, CHO PERK-DD cells, SEAP luminescence, HTS. AID 1416, 2008. Eukaryotic translation initiation factor 2-alpha kinase 3 (Homo sapiens), Q9NZJ5. CHO PERK-DD fusion, SEAP luminescence translation reporter. 220,000 tested, 0.17% active. inhibition, % at 5.6 µM;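 active means inhibition above the mean inhibition of all tested compounds plus 3 SD, set separately per screening campaign, cut at about 2.9% in these data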;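 further: PERK kinase domain activated by AP20187 dimerizer at 100 nM; 0% = DMSO with dimerizer and 100% = rapamycin at 8.4 µM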
thrombin 1536 = human alpha-thrombin inhibitors, primary screen, counter-screen for coagulation protease inhibitor project, biochemical, 1536-well, fluorogenic AMC substrate; Prothrombin (Homo sapiens), P00734; Boc-VPR-AMC fluorogenic substrate cleavage; inhibition, % at 5 µM; 220,000 tested, 0.26% active; AID 1046, 2008;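 active means inhibition at or above 40%; inactive means inhibition below 40%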;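 further: 0% = enzyme with no compound and 100% = wells without enzyme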
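Material: Human alpha-thrombin protein | Buffer or medium: pH 7.5 Tris-saline with Tween 20 | Reagent: Boc-VPR-AMC substrate, 15 µM final | Schedule: Reaction at ambient temperature | Detection: AMC fluorescence at 355 nm excitation and 460 nm emission | Evaluation: Percent inhibition scaled between no-compound controls and no-enzyme blanks | Controls: no-compound enzyme wells and no-enzyme blanks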
hK5 inh = human KLK5 protease inhibitors, primary screen, biochemical, 1536-well; AID 873, 2007; inhibition, % at 5 µM; 210,000 tested, 0.59% active; recombinant hK5, fluorogenic AMC substrate cleavage;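 active means inhibition of 40% or more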;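 further: 0% = enzyme controls without compound and 100% = no-enzyme blanks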
Target sequence (Q9Y337 67-293 limits assumed): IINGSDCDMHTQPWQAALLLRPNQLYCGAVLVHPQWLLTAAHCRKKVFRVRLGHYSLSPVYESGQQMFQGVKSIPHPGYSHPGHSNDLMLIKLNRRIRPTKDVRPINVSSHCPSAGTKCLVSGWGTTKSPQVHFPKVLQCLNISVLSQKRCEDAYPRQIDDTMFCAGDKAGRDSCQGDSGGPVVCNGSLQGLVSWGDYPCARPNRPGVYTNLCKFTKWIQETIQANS
p97 inhibitor = inhibitors of human p97 ATPase, primary screen, biochemical; 220,000 tested, 0.42% active; AID 1481, 2009; recombinant p97 ATPase, Kinase-Glo ATP luminescence, 3 h; inhibition, % at 8 µM; Transitional endoplasmic reticulum ATPase (Homo sapiens), P55072; in the data active means inhibition above about 15%;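 further: 0% = DMSO vehicle and 100% = wells lacking enzyme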
* marks the source's active call; other numbers are inactive results; i = inactive; x = no result given; [ ] = remark or other dose.

SMILES	Cl transport mod	Furin inh	FXIa inh 1536	FXIIa inh 1536	Wee1 degr inh	PERK inh	thrombin 1536	hK5 inh	p97 inhibitor
CCCCC/S(CC1CC1(Cl)Cl)=N\S(=O)(=O)c1ccc(C)cc1 (stereo unspecified)	0.37	-17	-3	3	-3	0.0	-4	x	0
O=S(=O)(/C=C/c1ccccc1)NCc1ccccc1Cl	-0.72	-6	3	12	2	0.9	-8	-16	6
COc1ccccc1Nc1nc(NCc2ccco2)c2ccccc2n1	-0.079	-10	0	11	2	-1.5	1	0	0
COc1cc(OC)cc(C(=O)N2c3ccc(F)cc3CCC2C)c1 (stereo unspecified)	-0.0072	-18[20 µM]	3	12	-2	-0.3	7	2	-1
Cc1ccsc1/C=N/Nc1nc2ccccc2[nH]1	0.36	5	-7	1	1	-0.5	-4	-17	2
CC(=O)Nc1nnc(CCS(=O)(=O)c2ccc(Cl)cc2)s1	2.3	-20	0	5	-2	0.4	-6	3	-4
CCN(CC)CCNc1ncnc2c1sc1nc(N3CCCC3)c3c(c12)CC(C)(C)OC3	-0.15	0	4	11	3	1.0	2	x	-1
Cc1cc2c(c(=O)n1C1CC1)C(c1cccc(Cl)c1)C(C#N)=C(N)O2 (stereo unspecified)	x	-25	-3	5	-2	0.5	-4	2	6
NC(=O)[C@@H]1CC2(CC(c3cccc(NC(=O)CC(c4ccccc4)c4ccccc4)c3)=NO2)CN1C(=O)COc1ccc(Cl)cc1 (stereo partly specified)	-0.44	-8	3	9	x	x	-2	1	x
O=C(CSc1cccc[n+]1[O-])Nc1ccc(C(F)(F)F)cc1[N+](=O)[O-]	1.2	-18	-3	6	1	0.3	0	-4	4
O=C1S/C(=C\c2ccccc2)C(=O)N1CC(O)Cn1c2ccccc2c2ccccc21 (stereo unspecified)	0.048	-13	7	15	1	0.8	-9	-2	5
O=C(COc1ccc(NC(=O)c2ccccc2[N+](=O)[O-])cc1)c1ccc(F)cc1	1.3	-20	-5	5	0	-1.2	-6	-27	4
O=C1OCCN1C(=O)[C@H]1[C@H](c2ccc(F)cc2)C(c2ccc(F)cc2)=NN1c1ccccc1	i	-15	-5	5	0	0.2	1	-2	1
CC(C)C(c1nnnn1Cc1ccc2c(c1)OCO2)N1CCN(C)CC1 (stereo unspecified)	-1.2	-16[20 µM]	6	12	4	0.1	1	-11	-1
C=CCS/C(N)=N\N=C\c1c(O)ccc2ccccc12	0.62	-6	2	4	3	-0.7	-2	-1	1
O=C(Nc1ccc(F)cc1)c1ccc(-n2ccnc2)nc1	0.72	-26	13	23	1	0.9	-3	-2	-2
O=C(NCCc1ccncc1)c1ccccc1F	2.3	-20[20 µM]	-8	2	0	1.1	-9	-1	1
Cc1ccccc1S(=O)(=O)c1cc(C#N)c(=O)[nH]c1N	0.95	-20	-4	4	-1	1.0	-11	-4	6
O=C(CN1CCN(c2ccc(Cl)cc2)CC1)NCc1cccs1	-1	-7	-7	3	-1	-0.3	3	-2	2
Cc1cc(NC(=O)COc2nnc(-c3ccccc3)c3ccccc23)no1	0.56	-17	7	23	1	-0.2	13	58*	1
C=CCn1c(-c2cccn(Cc3ccccc3)c2=O)n[nH]c1=S	-0.06	-17[20 µM]	5	6	0	2.9	-1	-18	3
COc1ccc(/C=N/NC(=S)NC2CCS(=O)(=O)C2)cc1 (stereo unspecified)	-0.75	0	18	16	-2	0.4	-5	5	2
CN(CC(=O)N1CCCCCC1)S(=O)(=O)c1ccc(Br)s1	-0.83	-9[20 µM]	2	11	-1	-0.8	0	-11	-2
CC(NC(=O)CC12CC3CC(CC(C3)C1)C2)C(=O)O (stereo unspecified)	-0.53	-18[20 µM]	-10	1	0	0.4	-4	-18	5
Cc1cc(NS(=O)(=O)c2ccc(-c3ccccc3)cc2)no1	-0.31	-13[20 µM]	1	7	-1	0.3	-5	-3	1
CCN(C(=O)C1CCN(S(=O)(=O)c2ccc3c(c2)oc(=O)n3C)CC1)c1cccc(C)c1	x	-28	-3	3	-2	-0.2	-6	-5	-1
CC(C)(C)OC(=O)CNC(=O)c1[nH]cnc1C(=O)N[C@@H](CCCCNC(=O)OC(C)(C)C)C(=O)OC(C)(C)C	-1.2	-10	-1	3	x	x	-3	-2	x
Cc1c(C(=O)Nc2ccc(Cl)cc2)c2ccccn2c1C(=O)c1ccc([N+](=O)[O-])cc1	0.17	-15[20 µM]	2	18	3	1.2	4	-8	4
COC(=O)c1cc(Sc2c(Cl)cccc2Cl)ccn1	-3.4	6	-8	-6	0	-0.2	-3	-27	0
CCOc1ccsc1C(=O)OC	0.00062	-17	2	9	-2	2.4	-3	-1	2
O=c1[nH]cnc2cc(Cl)ccc12	0.62	-22	-1	3	-1	2.0	-2	-8	0
COc1ccccc1N1CCN(C(c2cccs2)C(C)NS(=O)(=O)c2ccccc2)CC1 (stereo unspecified)	-1.2	-8	-5	7	6	-1.1	-6	-3	1
CN(C)c1nc(OCCNC(=O)COc2ccccc2Cl)nc(N(C)C)n1	0.22	-20[20 µM]	-9	-1	1	-1.7	-3	-3	-9
Cc1ccc(-c2csc3nc4cc(C(=O)NC5CCC(O)CC5)ccc4c(=O)n23)cc1 (stereo unspecified)	0.015	-29	-2	5	x	x	-2	-3	x
CCOc1cc(NC(=O)c2ccccc2C)c(OCC)cc1NC(=O)C1=Cc2ccccc2OC1	x	-10[20 µM]	0	8	-2	0.4	0	-9	1
COc1ccc2nc(N3C(=O)/C(=C/c4ccc(Cl)cc4)NC3=S)sc2c1	53*	5	-6	2	4	0.1	-2	-90	-1
CCc1ccccc1NC(=O)N1CCc2ccccc21	0.72	-8	1	6	-1	0.5	-2	-2	4
O=C(c1ccc(S(=O)(=O)c2ccccc2)cc1)N1CCc2ccccc2C1	-0.33	-12	2	13	-2	1.4	3	8	4
Cc1occc1-c1nc(-c2ccncc2)no1	-0.78	-24[20 µM]	1	-2	-3	0.2	-10	0	-4
CC(C)NC(=O)/C(=C/c1ccco1)c1ccccc1	-1.3	-11[20 µM]	1	17	1	0.6	-5	-10	1
O=C1OC(c2ccco2)=N/C1=C\c1ccc(-c2cccc(C(F)(F)F)c2)o1	0.3	-5	7	9	-2	0.2	-1	0	2
O=C(Cn1cnc2c(nnn2-c2ccc(F)cc2)c1=O)NCc1ccco1	-0.96	-9[20 µM]	4	17	-1	0.7	1	-14	4
CC(OC(=O)c1cccc(NS(C)(=O)=O)c1)C(=O)Nc1ccc(N2CCOCC2)cc1 (stereo unspecified)	1.8	-2[20 µM]	1	-4	-1	0.3	-10	-2	-4
Cc1ccc(S(=O)(=O)c2cc3c(=O)n4ccccc4nc3n(Cc3ccco3)c2=N)cc1	-0.97	-18[20 µM]	-5	1	-3	-1.3	-2	-8	9
COc1ccc(CCN=C(NS(=O)(=O)c2ccc(Cl)cc2)c2ccccc2)cc1	0.31	-23	4	14	1	1.4	0	x	3
CCCC(=O)Nc1ccccc1NC(=O)CN(C)S(=O)(=O)c1ccccc1	1.3	-11[20 µM]	-6	-3	3	0.9	-13	-35	3
CCOCCCN(C(=O)Cn1nnc(-c2ccc(C)o2)n1)C(C(=O)NCC1CCCO1)c1ccc(F)cc1 (stereo unspecified)	0.3	-12	-2	4	-3	-0.3	-4	0	-6
O=C(/C=C/c1ccccc1)Nc1ccc(C(=O)N2CCCCC2)cc1	-0.91	-22	-2	11	0	1.2	-4	x	3
